NPYLR7 ag: activates Aedes aegypti NPYLR7 receptor. HEK293T NPYLR7/Galpha15, GCaMP6s calcium fluorescence. activation, % at 10 µM. actives 0.15% (n = 270,000). AID 1259423; in the data active means activation above about 40%;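 further: 0% = vehicle and 100% = reference agonist at the receptor; some compounds past the cut are filed as inactive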
hcGAS lum: inhibitors of human cGAS. Q8N884. recombinant h-cGAS, ATP depletion, Kinase-Glo luminescence. inhibition, % at 12.5 µM. actives 0.081% (n = 290,000). AID 1259398;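 further: 0% = vehicle reaction and 100% = reaction without DNA for no activity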
Target sequence (Q8N884 whole entry, looked up): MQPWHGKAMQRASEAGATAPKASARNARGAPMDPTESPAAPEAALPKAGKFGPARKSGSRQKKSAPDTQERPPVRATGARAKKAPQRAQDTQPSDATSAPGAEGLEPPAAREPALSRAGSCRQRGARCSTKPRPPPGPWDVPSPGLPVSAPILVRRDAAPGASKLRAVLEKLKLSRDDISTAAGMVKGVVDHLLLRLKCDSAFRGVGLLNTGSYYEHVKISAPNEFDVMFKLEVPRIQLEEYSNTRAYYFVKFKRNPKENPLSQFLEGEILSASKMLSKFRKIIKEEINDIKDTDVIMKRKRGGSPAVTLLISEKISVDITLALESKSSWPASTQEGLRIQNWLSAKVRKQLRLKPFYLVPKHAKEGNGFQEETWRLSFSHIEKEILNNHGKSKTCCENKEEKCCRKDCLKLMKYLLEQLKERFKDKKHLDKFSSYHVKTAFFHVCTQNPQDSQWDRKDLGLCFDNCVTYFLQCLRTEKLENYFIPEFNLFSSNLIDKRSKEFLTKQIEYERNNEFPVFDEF
mcGAS lum: mouse cGAS inhibition by luminescence | Q8C6L5 | recombinant cGAS, Kinase-Glo ATP depletion luminescence | actives 0.15% (n = 160,000) | inhibition, % at 12.5 µM | AID 1259399;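 further: 0% = negative control wells and 100% = reference inhibitor with no enzyme activity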
* marks the source's active call; other numbers are inactive results; / = no result given; & = joins results of further samples. Unless noted, no stated cut-off is given here; in the data, active means inhibition above about 40%; inactive means the rest.

Results follow in this order: NPYLR7 ag, hcGAS lum, mcGAS lum
- CCc1nc2ccc(C(=O)NCCN(C)C)cn2c1N(C)Cc1ccc(OC)cc1
 : -5.4, -1.0, -7.9
- O=C(O)CNc1ncnc2sc3c(c12)CCCC3
 : 2.3, 18.2, 9.3
- Nc1ncc(C(=O)N2C[C@@H]3[C@@H]4CC[C@@H](C4)[C@@H]3C2)c(-c2ccccc2)n1
 : 26.6, -1.0, -19.8
- Cc1ccc(NC(=O)c2sc(=O)n(Cc3ccc(F)cc3)c2C)cc1
 : 4.6, -5.5, /
- CCC(C(=O)Nc1nnc(SCc2c(F)cccc2F)s1)c1ccccc1 (centres undefined)
 : -1.8, -5.6, -5.7
- N#CC(C(=S)Nc1ccccc1)c1nnc(N2CCOCC2)n1-c1ccccc1 (centres undefined)
 : 2.1, -2.0, /
- CCCCn1c(=O)c2c(nc3n(CC4CCCO4)c(C)cn23)n(C)c1=O (centres undefined)
 : 3.8, -1.7, /
- CC1CC(C)CN(CCOCCSc2ccccc2)C1 (centres undefined)
 : 3.3, 1.3, /
- CC(C)Cc1nc(C(=O)NCC2CCC2)cs1
 : 5.6, -8.3, /
- COc1cccc(C=NN2CCN(Cc3ccccc3)CC2)c1O
 : -3.9, -6.2, -8.4

Look-ups from above:
hcGAS lum with `N#CC(C(=S)Nc1ccccc1)c1nnc(N2CCOCC2)n1-c1ccccc1` (centres undefined) : -2.0
mcGAS lum with `CCC(C(=O)Nc1nnc(SCc2c(F)cccc2F)s1)c1ccccc1` (centres undefined) : -5.7

Next part:
Results follow in this order: NPYLR7 ag, hcGAS lum, mcGAS lum
- COC(=O)c1cn([C@@H]2C[C@@H](C(=O)Nc3ccc4c(c3)COC4)N(Cc3cc(C)c(OC)cc3C)C2)nn1
 : 8.7, -10.7, /
- CC(OC(=O)c1ccc(CO)cc1)C(=O)N(C)c1ccccc1 (centres undefined)
 : 1.5, -10.3, /
- CC(=O)Nc1cccc(C(=O)N2CCN(c3ccccc3F)CC2)c1
 : 2.4, -11.9, /
- O=C1OC(c2ccc3c(c2)OCO3)=NC1=Cc1ccsc1
 : -2.9, -9.1, /
- c1cc(CN2CCCNCCNCCCNCC2)ccc1CN1CCCNCCNCCCNCC1
 : -7.9, -1.8, -3.0
- CNC(=O)CSc1nc(-c2ccccc2)c(NC(=O)c2ccccc2OC)s1
 : -4.1, -3.9, -7.8
- CN(C)c1ccc(C2c3sc4ccccc4c3OC(=N)C2C#N)cc1 (centres undefined)
 : 17.5, -6.6, -3.7
- CCCC(C)NC(=O)c1cccc(-n2ccc(C)n2)c1 (centres undefined)
 : 0.2, -13.1, -6.5
- CCC(NC(=O)c1cc(Cl)cc(Cl)c1)c1noc(C)n1 (centres undefined)
 : 5.0, -1.5, /
- CCc1oc(C(=O)Nc2ccc(C)c(S(N)(=O)=O)c2)cc1C
 : -20.3, -4.2, /
- O=C(NCc1ccco1)c1coc(CN(CCc2c[nH]c3ccccc23)Cc2cccc(Oc3ccccc3)c2)n1
 : 0.9, 3.9, 1.3
- CCCSc1nsc(NC(=O)CN2CCCC(C(F)(F)F)C2)n1 (centres undefined)
 : 4.1, -4.8, /
- O=CNc1cc(-c2ccccc2)cn2c(-c3ccc(F)c(Cl)c3)cnc12
 : -3.8, -7.4, -6.0
- Cn1cc(S(=O)(=O)Nc2ccccc2-c2nnc3n2CCCCC3)cn1
 : 8.7, -6.1, /
- COc1ncc(-c2nccn2Cc2cnn(C(C)C)c2)cn1
 : 9.5, -2.0, /
- CC(C)C(=O)N1CCN(Cc2nnnn2-c2ccc(F)cc2)CC1
 : -2.2, -4.6, -7.2
- O=C1CC(C(=O)Nc2ccc(OCc3noc(C4CC4)n3)cc2)CC(=O)N1
 : -0.9, 0.6, /
- Cc1ccccc1-n1c(SCC(=O)NCC2CCCO2)nnc1-c1ccccc1Cl (centres undefined)
 : -7.2, -5.4, -4.5
- CCS(=O)(=O)Oc1ccc(CN(CC(C)C)C(=O)c2ccc(C(C)(C)C)cc2)cc1
 : 0.6, 1.1, -2.2
- COC(=O)c1cccc(C(=O)N2CCC3(CC2)CC3C(=O)NCCc2cccc(OC)c2)c1 (centres undefined)
 : 19.7, -0.2, -5.9
- OCc1ccc(Cl)c(NCc2cnc(Cl)s2)c1
 : 0.3, -3.9, /
- CCC(Nc1ccccc1)C(=O)N1CCn2nc(C(=O)N3CCCC3)cc2C1 (centres undefined)
 : 12.0, -5.8, -16.2
- CC1(C(=O)NCc2cccnc2)CCN1Cc1ccc(-n2ccnc2)cc1 (centres undefined)
 : -2.0, 0.3, -0.1
- CCOC(=O)N1CCN(c2cc(Oc3ccc(F)cc3F)ncn2)CC1
 : -7.8, -2.1, -7.2
- CCCc1c(C)nn(-c2ccc(C(=O)Nc3ccc(Oc4ccccc4)cc3)cc2)c1C
 : -0.5, -4.4, -3.7
- CN(C)C=Nc1c(C#N)cnn1-c1ncnc2sc3c(c12)CCC3
 : -13.9, -1.0, /
- CCn1ccnc1CN1CCC(O)(c2cccc(C(F)(F)F)c2)CC1
 : 8.2, -8.3, -12.5
- O=C(CCn1nnnc1CN1CCOCC1)N1CCN(Cc2cccc(Cl)c2)CC1
 : 7.2, -0.4, /
- O=C(c1c(O)c2ccccc2oc1=O)C1CCC1
 : 1.9, -9.6, /
- O=C(NCCc1ccc(F)cc1)C1CCCN(S(=O)(=O)c2cccs2)C1 (centres undefined)
 : 14.4, -9.7, /

Record cards, as listed above. Screens in order: NPYLR7 ag, hcGAS lum, mcGAS lum
CC1(C(=O)NCc2cccnc2)CCN1Cc1ccc(-n2ccnc2)cc1 (centres undefined) in the list: -2.0, 0.3, -0.1
CCOC(=O)N1CCN(c2cc(Oc3ccc(F)cc3F)ncn2)CC1 in the list: -7.8, -2.1, -7.2

Next part:
Results follow in this order: NPYLR7 ag, hcGAS lum, mcGAS lum
- O=C1CCC(C(=O)N2CCN(CC3CC3)[C@@H]3CS(=O)(=O)C[C@@H]32)=NN1
 : /, -6.6, -4.4
- Cc1cnc(C)c(N2CCCC(CO)(CCOc3ccccc3)C2)n1 (centres undefined)
 : 12.2, -15.0, /
- CCOc1ccc(CN2CCCC(O)(CO)CC2)c(OCC)c1C (centres undefined)
 : -5.2, -7.1, -10.3
- Cc1cc(C(=O)CSc2nnc(N)s2)c(C)n1C(C)C
 : 0.1, -5.5, /
- CCNC(=O)Cc1csc(-c2cccc(Br)c2)n1
 : -5.9, -8.3, /
- COc1ccccc1OCC(=O)NCC1CCCN(C(=O)Cn2nc3ccccc3n2)C1 (centres undefined)
 : 6.8, -11.0&-3.2, /
- O=C(Cc1ccc(F)cc1)N1CCOC(c2ccccc2)C1 (centres undefined)
 : -2.6, -3.2, -4.9
- COc1ccc(/C=C/C2=NC(=C\c3cccc(Br)c3)/C(=O)O2)cc1
 : -1.3, -1.3, /
- Cc1nn(-c2ccccc2)c(C)c1NS(=O)(=O)c1ccc2c(c1)CC(=O)N2C
 : 4.0, -2.8, /
- CN1C[C@H]2CN(C)c3ccccc3[C@@H]2NCCC1=O
 : 24.7, -7.1, -10.5
- COc1ccc2ccc(OC)c(/C=N\n3cnnc3)c2c1
 : -6.9, 36.3, -3.9
- CCCNC(=O)C1CCN(C(=O)c2cc(Cl)ccc2Cl)CC1
 : 6.5, -8.0, /
- CCn1nnc2c(=O)n(CC(=O)N3CC(C)OC(C)C3)cnc21 (centres undefined)
 : 1.8, -3.1, /
- O=C(Cc1ccc(Cl)cc1)NC1(C(F)(F)F)CCC2(CC1)OCCO2
 : 0.0, -9.1, /
- N#CCOc1ccc(CSc2nnc(N3CCCC3)s2)cc1
 : 4.2, -5.1, /
- COc1c(C=O)c(=O)[nH]c2c(OC)cccc12
 : 2.0, -3.2, -3.5
- O=C(O)C1CC2CCCCC2N1S(=O)(=O)c1ccccc1F (centres undefined)
 : -0.6&-3.4, 0.4&-3.3, -1.6
- O=C1OC(c2ccccc2)=N/C1=C/c1ccc(S(=O)(=O)C(F)F)cc1
 : -6.0, -3.1, -3.4
- Cc1ccc(C)c(N2CCN(c3ccc(S(=O)(=O)C4CCCCC4)nn3)CC2)c1
 : -3.6, -7.5, -7.5
- Cc1cccc(NC(=O)NCc2ccc(S(=O)(=O)N3CCCCC3)s2)c1
 : 2.0, -6.3, /
- CSc1ccc(-c2nc(CN3CCN(C)C(CCO)C3)c(C)o2)cc1 (centres undefined)
 : 4.5, -2.2, /
- COCCc1ccc(C2=CSC3=NS(=O)(=O)CCN23)cc1
 : -2.7, 1.7, /
- CC(=C(C#N)C#N)c1ccc2c(c1)OCO2
 : 4.2, -6.9, /
- O=C1OCCCN1CCn1ccnc1-c1cnc(N2CCCC2)s1
 : /, -8.5, -13.9
- Cc1cc(CNC(=O)N(C)Cc2ccc(N(C)C)cc2)no1
 : 0.0, -5.4, /
- COc1cccc(CNc2ncn[nH]2)c1OCc1ccccc1
 : -3.0, 0.2, /
- CCOc1ccc(-c2nc3c(c(SCC(N)=O)n2)Cc2cccc(C)c2O3)cc1
 : 8.7, -8.7, -6.1
- CC(C)CN1CC2(CCN(C(=O)C3CNC(=O)N3)CC2)CC1=O (centres undefined)
 : /, 1.7, -0.2
- C=C(C)Cn1c(=O)c2c(nc3n(Cc4ccco4)c(C)c(C)n23)n(C)c1=O
 : 8.7, -4.0, -8.7
- O=C(NCC1CC1)c1cnc(N2CCN(Cc3ccc(Cl)cc3)C2=O)o1
 : -3.7, -1.3, /
- O=C1CCC(C(=O)OCC(=O)C23CC4CC(CC(C4)C2)C3)N1 (centres undefined)
 : 1.0, -7.9, /
- CCc1ccc(S(=O)(=O)N2CCN(c3ncnc4c3nnn4-c3ccc(C)cc3)CC2)s1
 : -8.5, -4.3, -4.0
- COC(=O)NC1CCN(c2ccccc2C(=O)N2CCN(c3ccc(OC)cc3)CC2)CC1
 : -3.0, 1.5, /
- Cc1ccccc1-c1n[nH]n2c1nc(=O)c1ccccc12
 : -6.3, -5.5, -5.5
- Cc1n[nH]c(C)c1CNc1nc(-c2ccccc2)nc2c1CCNC2
 : 3.9, -4.0, -10.2
- O=C(Nc1ccc(F)c(F)c1)c1cccn(OCc2ccc(F)cc2)c1=O
 : 5.4, -0.7, -5.9
- C=CCN(Cc1cccnc1)C(=O)c1ccc(C(F)(F)F)cc1
 : 2.0, -4.6, -22.2
- CC(C)C(NC(=O)C1CCN(S(=O)(=O)c2ccccc2)CC1)c1ccc2c(c1)OCCO2 (centres undefined)
 : 0.5, -6.5, -6.7
- CCC(Oc1ccc2c(c1)C(c1cccc(F)c1)N(C(=O)C(C)(C)C)CC2)C(=O)N1CCN(C)CC1 (centres undefined)
 : /, -6.1, -5.5
- O=C(COc1ccc2oc3c(c2c1)CCCC3)Nc1ccccc1
 : 10.7, -5.9, -5.3

Structural class: the entries above with a furan ring, fused or not
Results follow in this order: NPYLR7 ag, hcGAS lum, mcGAS lum
- CCc1oc(C(=O)Nc2ccc(C)c(S(N)(=O)=O)c2)cc1C
 : -20.3, -4.2, /
- O=C(NCc1ccco1)c1coc(CN(CCc2c[nH]c3ccccc23)Cc2cccc(Oc3ccccc3)c2)n1
 : 0.9, 3.9, 1.3
- C=C(C)Cn1c(=O)c2c(nc3n(Cc4ccco4)c(C)c(C)n23)n(C)c1=O
 : 8.7, -4.0, -8.7
- O=C(COc1ccc2oc3c(c2c1)CCCC3)Nc1ccccc1
 : 10.7, -5.9, -5.3

Remaining list, next part:
Results follow in this order: NPYLR7 ag, hcGAS lum, mcGAS lum
- CCOc1ccc2ccccc2c1CN1C[C@H](O)[C@@H](N2CCN(C)CC2)C1
 : 13.4, -5.5, /
- CSc1nc(N2CCOCC2)c2cnn(CCNC(=O)c3ccco3)c2n1
 : 2.8, 7.7, -6.4
- O=C(Cn1nc2ccccn2c1=O)Nc1cc(Cl)c(Cl)cn1
 : 4.8, -5.1, /
- COc1cccc(COC2CCCN(C(=O)C3CCCC3)C2)c1 (centres undefined)
 : -7.5, -0.7, -3.7
- O=C(CC1CCCC1)N1CCC2(CCCCO2)CC1
 : /, -13.0, -5.9
- O=C(Oc1coc(CSc2ncccn2)cc1=O)C1CC(=O)N(c2ccc(Cl)cc2)C1 (centres undefined)
 : -13.7, -2.8, -8.5
- CCOC(=O)CC(=O)CSC1=NS(=O)(=O)c2ccccc2N1
 : 11.0, -3.6, /
- COCCOc1nc(-c2cccs2)n(-c2ccc(NC(=O)Nc3cccc(Cl)c3)cc2)n1
 : 0.1, 6.3, 1.2
- CCc1ccc(N2CCN(C(=O)c3ccc4c(c3)C(=O)N(c3ccc(C)cc3)C4=O)CC2)cc1
 : 13.6, -3.3, /
- O=C(c1n[nH]c2c1CCCC2)N1CCOC2(CNCCOC2)C1 (centres undefined)
 : -3.5, -8.5, /
- COc1ccc(-c2ccc(C(=O)N3CCCC(Nc4ccc(OC)c(OC)c4)C3)o2)cc1 (centres undefined)
 : 3.8, -2.9, -3.0
- O=[N+]([O-])c1cccc(C=C2CCC(C=NN=Cc3ccccc3Cl)=C2N2CCOCC2)c1
 : -0.7, -4.7, -3.3
- Cn1cc([N+](=O)[O-])c(C(=O)n2cc(Br)cn2)n1
 : 13.5, -3.6, -3.6
- CCCn1cnnc1CNC(=O)C1CC(=O)N(Cc2ccc(C)cc2)C1 (centres undefined)
 : 5.2, -7.1, /
- O=C(O)C1CC(=O)N(Cc2scnc2-c2ccccc2)C1 (centres undefined)
 : -6.5, -2.1, -2.2
- CCn1cc(CN2N=C(C)CC2c2ccccc2)c(C)n1 (centres undefined)
 : 4.4, -0.7, /
- COCC(C)N=C1NN=C(c2ccc(F)c(F)c2)CS1 (centres undefined)
 : -15.5, -6.5, /

High-throughput results (PubChem)
